Source: PubChem (several laboratories)
Efflux pump inh: inhibitors of Candida efflux pumps in yeast, primary screen, S. cerevisiae, Nile Red, multiplex. S. cerevisiae Candida pump triplex. inhibition, % at 10 µM. actives 0.44% (n = 330,000). AID 485275, 2010;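 active means plate passing quality check with inhibition over a set limit, or well fluorescence over plate mean plus 4 SD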;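 further: Nile Red retained in pooled yeast measured as flow cytometry median fluorescence; 0% = buffer negative control and 100% = Enniatin B positive control; higher means more Nile Red kept so more efflux inhibition; some compounds called inactive have numbers as strong as hits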
PREPL inh: PREPL enzyme inhibitors, primary screen, biochemical, fluorescence polarization; Prolyl endopeptidase-like (Homo sapiens), Q4J6C6; actives 0.68% (n = 320,000); inhibition, % at 5.96 µM; recombinant PREPL, fluorescence polarization activity-based probe; in the data active means inhibition above about 43%;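 further: 0% = enzyme with DMSO and 100% = wells lacking enzyme; many of its hits are not listed in these tables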
GASC-1 inh: inhibitors of GASC-1 histone demethylase, primary screen, biochemical, fluorescence, DELFIA europium; Lysine-specific demethylase 4C (Homo sapiens), Q9H3R0; GST-JMJD2C(1-420) H3K9me3 demethylation; inhibition, % at 2.35 µM; actives 0.069% (n = 330,000); AID 2099, 2009;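 active means more than half of a compound's replicate wells show inhibition beyond 50%, single wells judged on their own value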;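 further: signal counts dimethyl H3K9 product captured on neutravidin plate; 0% = median of DMSO wells and 100% = 0.3 times that DMSO median; strong numbers were not always called active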
Target sequence (Q9H3R0 1-420 limits assumed): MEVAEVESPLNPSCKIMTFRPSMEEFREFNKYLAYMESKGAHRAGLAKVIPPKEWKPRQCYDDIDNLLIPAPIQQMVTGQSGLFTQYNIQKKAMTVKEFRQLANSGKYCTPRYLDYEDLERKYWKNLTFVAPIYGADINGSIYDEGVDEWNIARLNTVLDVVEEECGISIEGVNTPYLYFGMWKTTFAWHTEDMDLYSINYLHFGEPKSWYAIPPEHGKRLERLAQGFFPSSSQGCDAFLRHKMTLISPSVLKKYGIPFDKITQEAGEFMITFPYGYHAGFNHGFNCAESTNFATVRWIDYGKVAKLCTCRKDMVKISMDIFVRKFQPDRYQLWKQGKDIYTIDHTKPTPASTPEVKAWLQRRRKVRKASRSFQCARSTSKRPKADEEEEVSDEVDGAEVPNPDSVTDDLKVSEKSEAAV
The depositor's hits bear a star.

Start of the listing, in advance:
SMILES	Efflux pump inh	PREPL inh	GASC-1 inh
NCCCCCNC(=O)c1[nH]cnc1C(=O)N[C@@H](Cc1ccccc1)C(=O)OCc1ccccc1	0.1	17	-21
COc1ccc(S(=O)(=O)N2CCOCC2)cc1NC(=O)CSc1nnc(NC2CC2)s1	0.1	11	-3
CSCCC(NC(=O)c1cccc(C)c1)C(=O)NCc1cccs1 (stereo not given)	-0.1	1	4
CC(C)N(C(=O)[C@H]1CC(CC(=O)NCCCN(C)C)C(=O)N2CCc3c([nH]c4ccccc34)[C@]12C)C(C)C (stereo not given in full)	0.1	18	-3
CCOC(=O)c1c(C)[nH]c(C)c1C(=O)COC(=O)[C@@H](NC(=O)c1ccco1)C(C)C	-0.1	1	1
NC(=O)C1CCN(C(=O)c2cc(Cl)c3c(c2)OCCO3)CC1	-0.1	-3	1
O=C(NCc1ccc(F)cc1)c1cccc2c1C(=O)c1ccc(N3CCC(Cc4ccccc4)CC3)cc1S2(=O)=O	2.5	-2	-2
CN1CCC[C@@H]1CCNC(=O)c1c(-c2ccc3c(c2)OCO3)noc1-c1ccsc1	-0.1	14	12
COc1cccc(C(=O)N(C)Cc2c(C)nn(C3CCS(=O)(=O)C3)c2C)c1 (stereo not given)	0.0	11	-4
C=CC[C@@H](CC(=O)NCCO)C(=O)N[C@@H](COC(=O)[C@@H](CC=C)CC(=O)OC(C)(C)C)Cc1ccccc1	0.2	10	-4
COc1ccc(NS(=O)(=O)c2cc(NC(=O)c3ccccn3)ccc2OC)cc1Br	0.3	-13	-4

Results, from the start:
SMILES	Efflux pump inh	PREPL inh	GASC-1 inh
NCCCCCNC(=O)c1[nH]cnc1C(=O)N[C@@H](Cc1ccccc1)C(=O)OCc1ccccc1	0.1	17	-21
COc1ccc(S(=O)(=O)N2CCOCC2)cc1NC(=O)CSc1nnc(NC2CC2)s1	0.1	11	-3
CSCCC(NC(=O)c1cccc(C)c1)C(=O)NCc1cccs1 (stereo not given)	-0.1	1	4
CC(C)N(C(=O)[C@H]1CC(CC(=O)NCCCN(C)C)C(=O)N2CCc3c([nH]c4ccccc34)[C@]12C)C(C)C (stereo not given in full)	0.1	18	-3
CCOC(=O)c1c(C)[nH]c(C)c1C(=O)COC(=O)[C@@H](NC(=O)c1ccco1)C(C)C	-0.1	1	1
NC(=O)C1CCN(C(=O)c2cc(Cl)c3c(c2)OCCO3)CC1	-0.1	-3	1
O=C(NCc1ccc(F)cc1)c1cccc2c1C(=O)c1ccc(N3CCC(Cc4ccccc4)CC3)cc1S2(=O)=O	2.5	-2	-2
CN1CCC[C@@H]1CCNC(=O)c1c(-c2ccc3c(c2)OCO3)noc1-c1ccsc1	-0.1	14	12
COc1cccc(C(=O)N(C)Cc2c(C)nn(C3CCS(=O)(=O)C3)c2C)c1 (stereo not given)	0.0	11	-4
C=CC[C@@H](CC(=O)NCCO)C(=O)N[C@@H](COC(=O)[C@@H](CC=C)CC(=O)OC(C)(C)C)Cc1ccccc1	0.2	10	-4
COc1ccc(NS(=O)(=O)c2cc(NC(=O)c3ccccn3)ccc2OC)cc1Br	0.3	-13	-4
COc1ccccc1C(=O)NC(CCSC)C(=O)Nc1ccc(C)c(S(=O)(=O)N2CCOCC2)c1 (stereo not given)	0.2	5	6
Cc1nc(SCC(=O)NCC2CCCO2)nc(C)c1C (stereo not given)	0.0	1	6
COc1cc(/C=C/C(=O)OCC(=O)NCc2ccc3c(c2)OCO3)cc(OC)c1OC	0.1	9	23
CCOc1ccc(C(=O)NCC(=O)N2CCN(Cc3ccccc3)CC2)cc1	-0.5	20	3
CC(=O)OC[C@]12CC[C@H]3[C@@](C)(CC[C@H]4C(C)(C)CCC[C@]34C)[C@@H]1C[C@H](C1=CC(=O)O[C@@H]1OC(C)=O)O2	-0.3	10	15
NC1(C#Cc2ccc3c(=O)c4ccccc4sc3c2)CCCCC1	0.3	9	11
O=C1OC[C@@H]2CCCN2C(=O)[C@H](CC(=O)N(CCO)Cc2ccccc2)C/C=C\CC[C@@H]1Cc1ccc(F)cc1	0.1	33	-3
CN(C)S(=O)(=O)c1ccc(C(=O)OCC(=O)N2CC3(C)CC2CC(C)(C)C3)cc1 (stereo not given)	0.2	10	3
CC(C)(C)CC(=O)Nc1ccc(S(=O)(=O)NC2=NCCCCC2)cc1	-0.1	9	4
COc1cc(C(=O)NNC(=O)c2ccc3c(c2)OCCO3)cc(OC)c1OC	0.1	2	-9
Cc1noc(C)c1NC(=O)N(C)C[C@H]1Oc2ccc(NC(=O)CCN3CCOCC3)cc2C(=O)N([C@H](C)CO)C[C@@H]1C	0.0	13	-1
CCN(C[C@H]1N[C@@](CC)(C(=O)OC)[C@H]2C(=O)N(C)C(=O)[C@@H]12)S(=O)(=O)c1ccc(-c2ccccc2)cc1	0.3	4	-38
C[C@H](CO)N1C[C@H](C)[C@H](CN(C)Cc2ccncc2)Oc2ccc(NC(=O)Nc3ccc(C(F)(F)F)cc3)cc2CC1=O	-0.4	28	-10
Cc1ccc(S(=O)(=O)N2CCOCC2)cc1NC(=O)COC(=O)c1cncc(Br)c1	-0.3	9	7

The list goes on.
SMILES	Efflux pump inh	PREPL inh	GASC-1 inh
Cc1onc(-c2ccccc2)c1C(=O)OCC(=O)N(C)c1ccccc1	0.1	3	11
Fc1ccc2cnc(-c3cccnc3)cc2c1	-0.2	-18	-2
Nc1nc2cc(S(=O)(=O)N3CCOCC3)ccc2o1	0.0	7	-1
CN(c1ccc(OCC(=O)OCC(=O)Nc2ccc(OC(F)F)cc2)cc1)S(=O)(=O)c1cccs1	0.1	8	-1
COC(=O)[C@]1(C)N[C@H](CN(C)C(=O)c2ccc(C)cc2)[C@@H]2C(=O)N(Cc3ccccc3)C(=O)[C@@H]21	-0.3	3	8
NS(=O)(=O)c1cccc(NC(=O)CSc2nc3ccccc3c(=O)n2Cc2ccco2)c1	0.3	-1	4
O=C(O)COc1ccccc1C=NNC(=O)c1ccc(NS(=O)(=O)c2cccs2)cc1	-0.1	8	-1
Cc1ccc(NC(=O)CN(C)C(=O)CSc2ccccc2F)cc1	-0.1	11	-1
COc1ccc(NC(=O)CN(C)CC(=O)N2CC(=O)Nc3ccccc32)cc1	-0.3	18	-2
C#CCOCCOCCOCCNc1nc(N2CCN(C(=O)[C@H](CCCN=C(N)N)n3cc(C(N)[C@@H](C)CC)nn3)CC2)nc(N2CCN(C(=O)[C@H](CCC(=O)O)n3cc([C@@H](N)CC(N)=O)nn3)CC2)n1 (stereo not given in full)	0.3	15	5
Cc1ccc(-c2nc(SCC(=O)c3c(N)n(C4CC4)c(=O)[nH]c3=O)n[nH]2)cc1	0.0	1	-2
C=CCC[C@@H](Cc1ccc(F)cc1)C(=O)OCCNC(=O)[C@@H](CC=C)CC(=O)N(CCO)Cc1ccccc1	0.2	17	5
O=C1NC[C@H](c2ccccc2)OC(=O)[C@H](Cc2ccc(F)cc2)C/C=C\C[C@H]1CC(=O)N(CCO)Cc1ccccc1	0.6	34	4
CCN(C[C@H]1N[C@@](Cc2ccccc2)(C(=O)OC)[C@H]2C(=O)N(C)C(=O)[C@@H]12)S(=O)(=O)c1ccc(C(F)(F)F)cc1	0.1	9	12
O=C(COC(=O)C1CCC(=O)N1)Nc1cccc([N+](=O)[O-])c1 (stereo not given)	-0.2	9	2
COc1ccc(NC(=O)Cc2cccs2)cc1S(=O)(=O)N1CCCCC1	-0.2	7	6
O=C(CCC(=O)c1cccs1)OCC(=O)c1ccccc1	0.1	-10	3
CCN(C(=O)CSc1nc2scc(-c3ccccc3)c2c(=O)n1C)C1CCS(=O)(=O)C1 (stereo not given)	0.2	27	17
CC(C)CN(C(=O)CN(C)CC(=O)Nc1ccccc1C#N)c1c(N)n(CC(C)C)c(=O)[nH]c1=O	0.0	-8	-1
NC(=O)C1CCN(C(=O)c2ccc(Cl)c(S(=O)(=O)N3CCCCCC3)c2)CC1	-0.3	17	2
C[C@@H]1CN([C@@H](C)CO)C(=O)c2cc(NC(=O)CCC(F)(F)F)ccc2O[C@H]1CN(C)S(=O)(=O)c1ccc(Cl)cc1	-0.1	11	-34
O=C(Nc1ccc(Cl)c(S(=O)(=O)N2CCOCC2)c1)C1=NN(c2ccccc2)C(=O)CC1	0.6	21	11
Cc1ccccc1C(=O)N1CCC(C(=O)N2CCN(Cc3ccc4c(c3)OCO4)CC2)CC1	-0.1	24	3
Cc1noc(C)c1S(=O)(=O)N(C)C[C@H]1Oc2ccc(NC(=O)NC(C)C)cc2C(=O)N([C@H](C)CO)C[C@@H]1C	-0.1	15	26
CC(=O)c1c(C)[nH]c(C(=O)COC(=O)c2cccs2)c1C	0.1	10	4

The list continues:
SMILES	Efflux pump inh	PREPL inh	GASC-1 inh
CC(=O)c1ccc(NC(=O)CN2C(=O)NC3(CCCc4ccccc43)C2=O)cc1 (stereo not given)	-0.1	6	-12
COc1cc(C(=O)N2CCC(C(N)=O)CC2)ccc1OCc1c(C)noc1C	-0.1	1	0
Cc1cccc(NC(=O)C2CCCCN2S(=O)(=O)c2ccccc2)c1C (stereo not given)	0.0	20	4
CC(C)c1ccc(NC(=O)COC(=O)CC2CCCC2)cc1	0.9	14	1
CC(=O)OC1[C@H](Oc2c(O)c(C)c3c4c2[C@@H](C)CC[C@@H]4[C@@H](C)C[C@@H]3C=C(C)C)OC[C@@H](O)[C@@H]1O (stereo not given in full)	0.1	3	-3
C[C@@H](CN1CCC[C@H]1CN1C(N)=NC[C@@H]1Cc1ccccc1)N1C[C@@H](Cc2ccccc2)N(CCc2ccc(Cl)c(Cl)c2)C1=N	0.1	46*	30
CCOc1ccc(NC(=O)COC(=O)c2n[nH]c3ccccc23)cc1	-0.3	2	-5
COc1ccccc1CNC(=O)COC(=O)c1cc(=O)c2ccccc2o1	0.0	5	0
Cc1cccc(N2CCN(C(=O)c3cccc(S(=O)(=O)N4CCCCC4)c3)CC2)c1C	0.3	27	2
Cc1ccc2c(c1)C(=O)N1[C@H]3c4cc(C)ccc4OC[C@@H]3[C@H](c3ccccc3)[C@]1(C)C(=O)N2	0.0	-5	19
C[C@H](CO)N1C[C@H](C)[C@@H](CN(C)S(=O)(=O)c2cn(C)cn2)Oc2c(NS(=O)(=O)c3ccc(F)cc3)cccc2C1=O	0.0	17	3
O=C(COC(=O)c1cc[n+]([O-])cc1)NC(=O)c1ccc(OC(F)F)cc1	0.1	8	-1
COc1ccc(CN(C)C(=O)COc2cccc(-n3cnnn3)c2)cc1OC	0.1	8	6
COc1ccc(S(=O)(=O)Nc2ccc3c(c2)C(=O)N([C@H](C)CO)C[C@H](C)[C@@H](CN(C)S(=O)(=O)c2ccc(F)cc2)O3)cc1	0.1	15	-33
O=C(CNC(=O)c1nn(Cc2ccccc2)c(=O)c2ccccc12)Nc1ccc(F)c(F)c1F	0.9*	12	9
Cn1c(N)c(C(=O)CSc2nnc3n2CCCCC3)c(=O)n(C)c1=O	-0.1	4	6
CSc1ccccc1NC(=O)COC(=O)/C=C/c1ccco1	0.1	13	6
Cc1ccc(S(=O)(=O)NCCC(=O)NC2CCCCCC2)cc1C	-0.2	4	0
CC1(CCc2ccccc2)NC(=O)N(CC(=O)Nc2ccc(OC(F)F)cc2)C1=O (stereo not given)	0.1	9	4
C[C@@H]1O[C@@H](OC[C@H]2O[C@@H](Oc3cc(O)c4c(=O)cc(-c5ccc(O)c(O)c5)oc4c3)[C@H](O)[C@@H](O)[C@@H]2O)[C@H](O)[C@H](O)[C@H]1O	-0.4	28	100*
CC(C)(C)OC(=O)N[C@@H](Cc1ccccc1)C(=O)N[C@@H](CO)[C@H](O)[C@@H]1C[C@@H]1C(=O)NC1CCCCC1	-0.2	18	37
C[C@H](CO)N1C[C@H](C)[C@@H](CN(C)C(=O)Nc2ccccc2)Oc2ccc(NS(=O)(=O)c3cn(C)cn3)cc2C1=O	-0.1	18	-1
C=CC[C@H](CC(=O)N(CCO)Cc1ccccc1)C(=O)N[C@H](COC(=O)[C@H](CC=C)CC(=O)OC(C)(C)C)Cc1ccccc1	0.3	8	-7
N#Cc1ccccc1COC(=O)c1cccc(S(=O)(=O)N2CCCC2)c1	-0.3	1	-1
Cc1ccc(S(=O)(=O)N2[C@@H](c3ccc(Br)cc3)C(C(=O)O)=CC[C@H]2c2ccc(C(C)C)cc2)cc1	0.0	6	27
C[C@@H]1CN([C@@H](C)CO)C(=O)c2cccc(NC(=O)c3ccncc3)c2O[C@@H]1CN(C)Cc1ccc(-c2ccccc2)cc1	-0.2	39	19
C#CCOCCOCCOCCNc1nc(N2CCN(C(=O)[C@H](CCCCN)n3cc([C@@H](N)[C@H](C)CC)nn3)CC2)nc(N2CCN(C(=O)[C@H](CCC(=O)O)n3cc([C@@H](N)CCSC)nn3)CC2)n1	0.2	10	52*
COc1cc(/C=C/C(=O)O)cc(S(=O)(=O)NNC(=O)c2cc(C)oc2C)c1OC	-0.1	16	-3
CCCCn1c(=S)[nH]c2cc(S(=O)(=O)N3CCOCC3)ccc21	-0.1	8	-1
Cc1ccc2c(c1)-n1c(nc3cc(Cl)ccc3c1=O)C(Cc1ccccc1)NC2=O (stereo not given)	-0.4	13	13

This is a subset. The share of hits here may be higher or lower than overall.
